proCasp7 act = activates human procaspase-7, counter-screen for procaspase-3 activators; P55210; recombinant procaspase-7, Ac-DEVD-pNA absorbance 405 nm; D23A/D198A/D206A triple mutant, cannot self-cleave; scale: DMSO 0, 5 µM enzyme 100; activation, % at 8.5 µM; 330,000 tested, 0.093% active; AID 463210;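 active means percent activation above the screen-wide mean plus 3 SD, cut at about 25% in these data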
Target sequence (P55210 whole entry D23A/D198A/D206A): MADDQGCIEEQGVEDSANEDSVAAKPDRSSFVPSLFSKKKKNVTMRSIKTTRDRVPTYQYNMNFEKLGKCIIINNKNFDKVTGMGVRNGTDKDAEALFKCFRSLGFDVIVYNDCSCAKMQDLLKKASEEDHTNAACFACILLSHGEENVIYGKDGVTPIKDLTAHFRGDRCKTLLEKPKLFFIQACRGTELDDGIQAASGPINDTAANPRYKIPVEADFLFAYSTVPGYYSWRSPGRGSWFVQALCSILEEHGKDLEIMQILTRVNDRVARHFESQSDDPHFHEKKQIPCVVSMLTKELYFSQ
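Assay system: Uncleavable procaspase-7 mutant enzyme / Input: 2 µM procaspase-7 mutant as dispensed / Dosing: single nominal 8.5 µM compound dose, 0.8% DMSO final / Timing: 1 h enzyme–compound preincubation and 2 h substrate reaction, both 25 °C / Detection: p-Nitroaniline absorbance at 405 nm, read at 0 and 120 min / Replication: singlicate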
PP1 counter = counter-screen for PP5 inhibitors: inhibitors of human PP1-alpha | P62136 | purified PP1alpha, OMFP fluorescence | inhibition, % at 6.7 µM | 320,000 tested, 0.9% active | AID 2235;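 active means inhibition above the mean inhibition of all tested compounds plus 3 SD, computed separately for each screening campaign, cut at about 15% in these data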
Target sequence (P62136 whole entry, looked up): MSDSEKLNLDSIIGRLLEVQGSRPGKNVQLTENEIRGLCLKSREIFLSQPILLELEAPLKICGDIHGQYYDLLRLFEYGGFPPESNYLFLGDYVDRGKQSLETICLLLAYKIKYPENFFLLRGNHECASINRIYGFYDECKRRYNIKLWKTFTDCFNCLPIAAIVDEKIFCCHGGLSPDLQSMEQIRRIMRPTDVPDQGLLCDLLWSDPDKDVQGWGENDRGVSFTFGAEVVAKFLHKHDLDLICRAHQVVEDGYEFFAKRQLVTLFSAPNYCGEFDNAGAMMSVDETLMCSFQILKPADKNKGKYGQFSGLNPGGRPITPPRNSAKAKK
CTSL1 counter = cathepsin L1 inhibition, PFM18AAP counter-screen. recombinant F. hepatica cathepsin L1, Z-Leu-Arg-MCA fluorescence. AID 1906. inhibition, % at 5.96 µM. 300,000 tested, 0.49% active;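 active means inhibition above the mean of all tested compounds plus 3 SD, set per screening campaign, cut at about 17% in these data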;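 further: 0% = plate median of test compound wells and 100% = 1 µM Z-Phe-Ala-diazomethylketone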
TPT1 inh = inhibitors of Candida albicans tRNA 2'-phosphotransferase TPT1. recombinant caTPT1, FP RNA substrate dephosphorylation. inhibition, % at 5 µM. 300,000 tested, 0.81% active. AID 1962;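 active means inhibition above the mean of all tested compounds plus 3 SD, set per screening campaign, cut at about 24% in these data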;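 further: plate controls were DMSO alone for no effect and ferristatin control at 100 nM for full effect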
PP5 primary = inhibitors of human protein phosphatase 5 (PP5); P53041; purified PP5c, OMFP substrate fluorescence; inhibition, % at 6.7 µM; 320,000 tested, 0.18% active; AID 1987;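 active means inhibition above the campaign's mean inhibition across all tested compounds plus 3 SD, cut at about 9.5% in these data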;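 further: 0% = DMSO only and 100% = 100 µM cantharidin control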
Efflux pump inh = inhibitors of Candida antifungal efflux pumps expressed in yeast. S. cerevisiae Candida pump triplex, Nile Red efflux. inhibition, % at 10 µM. AID 485275. 330,000 tested, 0.44% active;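 active means plate passing quality check with inhibition over a set limit, or well fluorescence over plate mean plus 4 SD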;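 further: Nile Red retained in pooled yeast measured as flow cytometry median fluorescence; 0% = buffer negative control and 100% = Enniatin B positive control; higher means more Nile Red kept so more efflux inhibition; some compounds called inactive have numbers as strong as hits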
procasp3 activ = procaspase-3 (human) activation; activation, % at 8.5 µM; AID 463141; 330,000 tested, 0.11% active; P42574; recombinant procaspase-3 D3A, Ac-DEVD-pNA absorbance 405 nm;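 active means activation above the mean of all tested compounds plus 3 SD, cut at about 21% in these data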;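 further: 0% = DMSO alone and 100% = DMSO wells spiked with extra 5 µM PC-3 D3A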
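System: Procaspase-3 D3A mutant. Medium: Zinc-free 300 mM NaCl, 50 mM HEPES, 0.01% Triton X-100. Schedule: 1 h preincubation plus 2 h reaction at 25 °C. Measured by: 405 nm absorbance of p-nitroaniline, reads at 0 and 120 min. Read-out: percent activation relative to control range.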
core dimer inh = HCV core protein dimerization inhibition; TR-FRET GST/Flag-core106 dimerization, 1536-well; inhibition, % at 5 µM; 300,000 tested, 0.33% active; AID 1899;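 active means inhibition above the mean of all tested compounds plus 3 SD, set per screening campaign, cut at about 45% in these data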
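Assay system – GST-tagged and Flag-tagged HCV core protein residues 1-106 · Quantity – core106 proteins, GST 13.5 nM and Flag 17 nM · Benchmarks – unlabelled core106 and no-GST-core106 wells · Read-out basis – percent inhibition of core106 dimerization signal · Detection – time-resolved FRET, ex 340 nm, em 617 and 671 nm · Schedule – 4 h at 22.5 °C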
GASC-1 inh = inhibitors of human GASC-1 (JMJD2C) demethylase; GST-JMJD2C(1-420) H3K9me3 demethylation, DELFIA europium; inhibition, % at 2.35 µM; 330,000 tested, 0.069% active; AID 2099;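 active means more than half of a compound's replicate wells show inhibition beyond 50%, single wells judged on their own value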;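 further: signal counts dimethyl H3K9 product captured on neutravidin plate; 0% = median of DMSO wells and 100% = 0.3 times that DMSO median; strong numbers were not always called active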
Target sequence (Q9H3R0 1-420 limits assumed): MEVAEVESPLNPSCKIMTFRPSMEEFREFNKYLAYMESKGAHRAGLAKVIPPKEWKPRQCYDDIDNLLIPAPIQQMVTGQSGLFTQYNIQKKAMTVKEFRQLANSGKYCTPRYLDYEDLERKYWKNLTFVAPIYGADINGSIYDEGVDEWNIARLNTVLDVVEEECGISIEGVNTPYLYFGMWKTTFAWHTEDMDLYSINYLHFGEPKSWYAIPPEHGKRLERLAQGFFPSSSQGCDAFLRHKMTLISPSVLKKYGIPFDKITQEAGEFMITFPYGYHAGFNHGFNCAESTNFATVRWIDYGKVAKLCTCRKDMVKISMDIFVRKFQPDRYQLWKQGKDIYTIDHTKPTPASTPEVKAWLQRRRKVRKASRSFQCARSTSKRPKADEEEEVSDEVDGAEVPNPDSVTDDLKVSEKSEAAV
Active calls of the source: *; · = not tested or not shown; & = joins results of further samples.

SMILES | proCasp7 act | PP1 counter | CTSL1 counter | TPT1 inh | PP5 primary | Efflux pump inh | procasp3 activ | core dimer inh | GASC-1 inh
COc1ccc(NC(=O)c2ccc(NC(=O)COC(=O)CC(NC(=O)c3ccccc3Cl)c3ccccc3)cc2)cc1 (stereo unspecified) | 9.2 | 3.4 | -8.3 | 1.3 | -0.1 | -1.2 | 5.3 | 19.5 | 5.3
O=C(NCCC(c1ccccc1)c1ccccc1)c1cccs1 | -2.4 | 1.9 | 4.1 | 3.4 | 0.9 | -0.6 | 2.0 | 3.1 | -6.7
CC1CC(=O)c2cnc(NCC3CCCO3)nc2C1 (stereo unspecified) | -2.1 | -0.1 | 1.3 | -5.5 | 1.6 | -0.1 | -11.2 | -2.8 | -1.5
O=C(NCCC1=CCCCC1)c1cc(S(=O)(=O)N2CCOCC2)ccc1F | 11.6 | -6.7 | 3.4 | -3.1 | -2.2 | 0.2 | -3.5 | 4.3 | -9.2
COc1cc(/C=N/NC(=O)Cn2cnc3c2c(=O)n(C)c(=O)n3C)cc(OC)c1OC | 7.9 | -2.4 | 3.1 | 2.2 | 2.0 | 0.0 | 0.5 | -0.2 | 18.0
Cc1ccc(S(=O)(=O)C2(S(=O)(=O)c3ccc(C)cc3)CC2)cc1 | 8.0 | -3.1 | 0.7 | -1.9 | 1.2 | 0.1 | -2.0 | -2.7 | 0.1
CCOc1cc(NC(=S)NCCOC)c(OCC)cc1NC(=O)c1cccs1 | 5.3 | -0.5 | 3.6 | -7.5 | -0.1 | -0.1 | 0.4 | -4.3 | 68.8*
CCCCC(=O)NCCNc1nc2c(c(=O)n(C)c(=O)n2C)n1Cc1ccccc1 | -0.6 | -2.6 | 0.9 | -1.6 | 1.8 | 0.0 | -6.4 | -1.5 | 10.5&-1.7
CC(NC(=O)c1cc(F)c(F)cc1Cl)c1ccncc1 (stereo unspecified) | 4.5 | -0.9 | -5.7 | -3.1 | 1.4 | -0.1 | 11.6 | -0.6 | -4.7
Cn1cc(S(=O)(=O)CC(=O)Nc2ccc3c(c2)OCCO3)c2ccccc21 | -7.8 | -2.3 | 5.2 | -0.2 | 0.9 | -0.1 | -3.0 | 2.7 | 0.0
CN(C)S(=O)(=O)c1cccc(COC(=O)c2cccnc2Cl)c1 | -6.0 | -0.5 | -2.6 | -4.0 | 0.2 | 0.0 | -3.1 | 0.7 | -1.5
CCN(CC)/C(=N\S(=O)(=O)c1ccccc1C)c1ccccc1 | -2.3 | 7.1 | -5.3 | -1.4 | -0.8 | 0.4 | 3.9 | 8.5 | -7.7
CCO[C@H]1OC(C(=O)NC2CC2)=C[C@@H](c2c[nH]c3ccccc23)[C@@H]1CCCO | 6.9 | -1.8 | -0.1 | 0.5 | 3.3 | 0.0 | 1.5 | -15.1 | -13.9
CCS(=O)(=O)c1ccc2oc(Nc3ccccc3C)nc2c1 | 2.3 | -2.7 | -1.9 | -0.4 | 2.6 | 0.1 | 7.0 | 0.6 | 14.9
COc1cc(CN2CCN(c3cccc(C)c3C)CC2)cc(OC)c1O | -1.6 | -2.2 | -3.2 | -0.2 | -0.8 | -0.1 | 3.6 | 3.9 | -19.4
O=C(NC(=S)N1CCN(c2ccc([N+](=O)[O-])cc2)CC1)c1ccccc1Cl | -3.4 | -0.3 | 1.6 | 4.2 | 1.6 | 0.0 | 0.4 | -3.0 | 0.2
O=C(COC(=O)CCC(=O)Nc1nccs1)NCc1ccco1 | -6.7 | -2.9 | -22.8 | -5.5 | 1.7 | -0.1 | -6.5 | -2.5 | -4.5
CCOc1cccc(-c2nn3c(-c4cc(C)[nH]n4)nnc3s2)c1 | 2.5 | -2.4 | 2.0 | -7.2 | 1.6 | 0.1 | 4.9 | 6.0 | 4.5
COc1ccc2nc(NC(=O)c3ccc(NS(=O)(=O)c4cccs4)cc3)sc2c1 | 10.1 | 2.4 | 1.2 | -1.3 | 2.3 | -0.3 | -2.9 | 19.3 | 0.6
CC(C)(C(=O)c1ccccc1)/[N+]([O-])=C/c1ccc(Br)cc1 | 1.5 | -2.5 | 1.4 | -0.1 | 1.8 | 0.1 | 0.9 | -1.0 | -0.2

An excerpt from above in order of their number in Efflux pump inh, high to low.
| Molecule | Efflux pump inh |
| --- | --- |
| O=C(NCCC1=CCCCC1)c1cc(S(=O)(=O)N2CCOCC2)ccc1F | 0.2 |
| Cc1ccc(S(=O)(=O)C2(S(=O)(=O)c3ccc(C)cc3)CC2)cc1 | 0.1 |
| CCCCC(=O)NCCNc1nc2c(c(=O)n(C)c(=O)n2C)n1Cc1ccccc1 | 0.0 |

(further entries)
SMILES | proCasp7 act | PP1 counter | CTSL1 counter | TPT1 inh | PP5 primary | Efflux pump inh | procasp3 activ | core dimer inh | GASC-1 inh
COc1ccc(NC(=O)CSCc2ccccc2C)cc1 | -13.2 | 0.3 | -0.2 | 2.1 | 2.5 | 0.1 | 2.0 | -1.4 | -1.5
CC1=NOC(=O)/C1=C\c1ccc(-c2cccc(Cl)c2)o1 | -2.6 | 13.0 | 4.6 | 12.1 | -3.1 | -0.1 | -4.0 | 16.6 | 2.8
COc1ccc(/C=C/C(=O)OCC(=O)NCCc2ccccc2)c(OC)c1 | 5.7 | · | · | · | · | 0.1 | 1.3 | · | 3.7
COc1ccnc(Oc2cc(Cl)cc(Cl)c2)c1C#N | 0.6 | 1.2 | -5.1 | -0.1 | 3.5 | 0.0 | 0.3 | -3.0 | -2.2
CCOc1ccc(Cc2nnc(SCC(=O)Nc3c(C)cccc3C)[nH]c2=O)cc1 | -5.2 | -1.8 | -0.1 | 1.5 | 1.0 | -0.3 | -7.7 | 2.5 | 5.5
COc1ccccc1C(=O)NN=C1CCN(Cc2ccccc2)CC1 | -0.7 | 1.1 | 2.5 | -1.1 | -3.0 | -0.1 | 2.2 | -5.9 | -1.5
CC(=O)c1ccccc1OC(=O)CCN1C(=O)C2C3C=CC(C4CC34)C2C1=O (stereo unspecified) | 0.4 | -2.3 | -5.6 | 2.9 | -1.0 | 0.0 | 2.5 | -1.6 | 3.9
O=C(CN1CCN(Cc2cccc(Cl)c2)C1=O)NCc1cccs1 | 4.6 | 2.3 | -1.2 | -2.9 | 2.0 | 0.1 | 4.0 | 2.7 | -3.2
CCOC(=O)C1CCCN(c2nc(C)nc3c2oc2ccccc23)C1 (stereo unspecified) | -6.8 | -2.7 | 2.1 | 1.8 | 4.1 | 0.2 | -2.3 | 2.2 | -6.4
O=C(Cn1cnc2ccccc2c1=O)Nc1cccc(S(=O)(=O)N2CCCCC2)c1 | 15.4 | -5.0 | -5.2 | 1.7 | 2.9 | 0.0 | -1.4 | 2.4 | 1.6
Cc1ccc(Nc2nnc(SCC(=O)Nc3ncc(S(=O)(=O)c4ccc([N+](=O)[O-])cc4)s3)s2)cc1 | -3.7 | 1.9 | 4.6 | 2.2 | 1.2 | 0.0 | -15.4 | 10.9 | -16.8
O=C(COc1ccccc1)Nc1ccc(Cl)cn1 | 1.3 | -2.9 | 0.4 | -0.2 | -1.1 | -0.1 | 9.1 | -4.6 | 3.8
O=C(COC(=O)CNC(=O)c1ccc([N+](=O)[O-])o1)Nc1ncc(C(F)(F)F)cc1Cl | -9.0 | -2.5 | · | · | 5.7 | 0.0 | -0.5 | · | 4.4
CCOC(=O)C(NC(=O)NCc1ccc(OC)cc1)(OCC)C(F)(F)F (stereo unspecified) | 2.6 | -0.5 | -2.2 | 0.4 | 1.9 | 0.0 | -4.8 | 8.8 | 6.9
CCOc1ccccc1N1CCN(C(=O)c2cc3cc(OC)ccc3[nH]2)CC1 | -12.2 | 2.1 | 0.0 | 2.0 | 3.1 | 0.0 | 3.4 | 5.0 | 13.0
CN(c1ncnc(N)c1[N+](=O)[O-])C1CCS(=O)(=O)C1 (stereo unspecified) | 14.1 | -0.6 | -0.4 | 1.2 | 0.9 | 0.0 | 1.2 | 1.5 | 6.2
COc1ccc(/C=C/C(=O)OC(C)CN2CCCCC2)cc1 (stereo unspecified) | 1.0 | -0.4 | -1.5 | -3.2 | 0.5 | -0.1 | -1.7 | -9.2 | -3.7
Cc1nc(COC(=O)c2ccc(S(=O)(=O)N3CCCC3)cc2)cs1 | 7.2 | -1.8 | -0.7 | -2.9 | 0.2 | 0.0 | 7.4 | -0.5 | 2.4
C[C@@H](NC(=O)Cn1cnc2c(OCc3ccccc3)ncnc21)c1cccc2ccccc12 | 3.8 | · | · | · | · | -0.4 | 10.6 | · | 58.7*
CCOC(=O)c1cnc(-c2ccccc2)nc1N(C)C | -5.1 | -1.2 | -2.6 | -5.0 | 2.3 | -0.1 | -0.8 | -1.6 | 0.9
Fc1ccc(OCCOCCOc2cccc3[nH]ccc23)cc1 | 7.4 | 1.9 | -3.2 | 1.7 | -0.6 | -0.1 | 6.7 | -1.0 | -8.4
COc1ccccc1NC(=O)c1sc2ncn(CC(=O)N3CCC(C)CC3)c(=O)c2c1C | 6.4 | 1.1 | -2.9 | -0.9 | 2.5 | 0.0 | -6.2 | 7.8 | 4.9
Cc1cc(=O)n(C)c2ccc(S(=O)(=O)N3CCOCC3)cc12 | -6.0 | -0.2 | -2.0 | 0.2 | 1.1 | 0.1 | -27.3 | -5.8 | 7.7
O=C(NC1=NCCS1)c1sc2cc(F)ccc2c1Cl | -1.2 | 3.1 | -1.9 | 0.0 | 3.1 | 0.1 | -3.1 | -2.7 | -6.5
CN(C)c1cccc2c(S(=O)(=O)N3CCCC3)cccc12 | -10.2 | -1.6 | 8.7 | -2.4 | -10.4 | 0.0 | -7.2 | -11.8 | 0.6
CCOC(=O)c1ccc(Oc2nc(NC(C)(C)C)nc(N(C)C)n2)cc1 | 10.6 | -0.1 | -0.6 | -3.6 | 1.3 | 0.1 | -0.1 | 4.3 | 0.5
CCC(C)NC(=O)CSc1nc2n[nH]c(C)c2c(=N)n1-c1ccc(OC)cc1 (stereo unspecified) | 14.1 | -4.3 | 0.2 | -3.4 | 1.9 | -0.3 | 3.5 | -3.0 | -4.1
O=C(CN1CCC(C(=O)c2ccc(F)cc2)CC1)NCc1ccccc1F | 6.7 | 1.1 | 2.9 | 2.0 | 1.8 | 0.1 | 3.0 | -18.0 | -0.1
O=C1CCCCC1Sc1nnc(Cc2cccs2)n1CCc1ccccc1 (stereo unspecified) | -3.5 | 4.7 | -2.1 | 3.7 | 1.1 | 0.3 | -3.7 | 51.3* | -1.2
Cc1ccc(NCC(O)Cn2cnc3c2c(=O)n(C)c(=O)n3C)cc1 (stereo unspecified) | -5.2 | -2.2 | -4.2 | -1.3 | -0.4 | 0.1 | -1.7 | 0.1 | 11.7

An unsorted share of the library. About 2.9% of those tested had a hit in this group.
